Xi reactivation = activators of inactive X chromosome reactivation, primary screen, imaging, XiGFP fibroblasts, GFP high-content imaging, set 2. activation, % at 7.58 µM. XiGFP mouse fibroblasts, % GFP-positive cells imaging, 3 d; cells co-treated with 5-aza-dC sensitizer; scaled so ellipticine positive control = 100%. hit rate 0.055% among 360,000. AID 743238, 2013;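 active means mean normalized replicate activation at least 10% and every replicate at or above 10%; inconclusive means only one of the two criteria met; inactive means mean below 10% and not all replicates reach 10%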;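 further: 0% = median of on-plate neutral control wells and 100% = ellipticine 6 µM median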
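Material: XiGFP fibroblasts, SV40-immortalized. Buffer or medium: DMEM plus 5-aza-dC sensitizer. Compound: single concentration per compound, delivered by pin transfer. Times: 3 days compound exposure. Controls: ellipticine 6 µM.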
ERAP1 inh = human ERAP1 aminopeptidase inhibitors, primary screen, biochemical, single point, plate reader | inhibition, % at 10.7 µM | AID 652197, 2013 | Endoplasmic reticulum aminopeptidase 1 (Homo sapiens), Q9NZ08 | recombinant ERAP1, Leu-AMC fluorescence, 60 min | hit rate 0.15% among 340,000;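 active means mean replicate inhibition of at least 30%, or all replicates individually reaching that 30% level; inactive means mean below 30% and not every replicate reaching it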;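 further: 0% = neutral control wells and 100% = L-leucinethiol positive control wells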
esBAF inh = Bmi1 luciferase reporter increase in mESCs, primary screen, esBAF inhibitor project, mouse ES cells, Bmi1 luciferase knock-in, single point; 24 h; 100% = twice the neutral-well signal; reporter increase, % at 12.5 µM; hit rate 2% among 350,000; AID 602393, 2012; in the data active means activation above about 40%; inconclusive means no clear call, values can overlap the other calls;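 further: 0% = median of the plate's neutral control wells and 100% = double that signal; a rise in the Bmi1 reporter signal indicates esBAF inhibition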
CFTR F508del cor = F508del CFTR correction, initial screen, CFBE line, single point. hit rate 0.36% among 350,000. AID 720511, 2013. activity (quench increase), % at 7.58 µM. CFBE cells, YFP halide quenching; stimulated with forskolin plus potentiator P3; % fluorescence drop versus neutral controls;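 active means mean added fluorescence quench of at least 8% versus neutral control, with both replicates also reaching 8%; inconclusive means only one of the mean or replicate conditions met; inactive means mean below 8% and not both replicates reaching 8%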;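 further: cells transiently co-express mutant CFTR-F508del with the halide-sensitive YFP; corrector assay measuring rescue of mutant channel to the surface after 24 h compound exposure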
ARNT-TACC3 inh = disruptors of ARNT/TACC3 protein interaction, primary screen, biochemical, AlphaScreen, single concentration; Transforming acidic coiled-coil-containing protein 3 (Homo sapiens), Q9Y6A5; AlphaScreen His-ARNT PAS-B/GST-TACC3 binding, luminescence; TACC3 fragment carries E629A point mutation; inhibition, % at 9.99 µM; hit rate 0.66% among 390,000;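 active means mean inhibition of replicates at least 50% and at least half of replicates each reaching 50%; inconclusive means half or more replicates reach 50% but mean below 50%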;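 further: 0% = complete ARNT plus TACC3 wells and 100% = ARNT alone without TACC3; many hits fall short of the cut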
RAD52 anneal inh = RAD52 DNA annealing inhibitors, primary screen, biochemical, FRET, single point, set 2 | recombinant RAD52 DNA annealing, FRET fluorescence | inhibition, % at 18.7 µM | hit rate 0.46% among 360,000;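 active means every replicate showing at least 50% inhibition; inconclusive means mean inhibition at least 50% but not in every replicate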
GSIS activator = GLuc luminescence reporter in INS-1E cells, primary screen for activators of glucose-dependent secretion of insulin | INS-1E GLuc reporter insulin secretion, 2-3 h | activation, % at 16.6 µM | hit rate 0.61% among 370,000 | AID 743287, 2014;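 active means lowest replicate activation of at least 40%, so every replicate reaches that level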;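 further: 0% = median of neutral control wells and 100% = median of IBMX positive control wells; some compounds called inactive have numbers as strong as hits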
RAD54 branch = inhibitors of human RAD54 branch migration, primary screen, biochemical, fluorescence, single point; DNA repair and recombination protein RAD54-like (Homo sapiens), Q92698; RAD54 Holliday junction branch migration, FAM/BHQ fluorescence; inhibition, % at 10.4 µM; hit rate 0.14% among 360,000; AID 602329, 2012;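 active means mean normalized replicate activity at least 40 and at least half of replicates scoring 40 or more; inconclusive means only one of the two criteria met; inactive means mean below 40 and under half of replicates reaching 40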;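 further: 0% = median of neutral control wells and 100% = median of positive control wells; inhibitors cause a drop in the FAM fluorescence signal; in these data hits start at about 50%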
Target sequence (Q92698 whole entry, looked up): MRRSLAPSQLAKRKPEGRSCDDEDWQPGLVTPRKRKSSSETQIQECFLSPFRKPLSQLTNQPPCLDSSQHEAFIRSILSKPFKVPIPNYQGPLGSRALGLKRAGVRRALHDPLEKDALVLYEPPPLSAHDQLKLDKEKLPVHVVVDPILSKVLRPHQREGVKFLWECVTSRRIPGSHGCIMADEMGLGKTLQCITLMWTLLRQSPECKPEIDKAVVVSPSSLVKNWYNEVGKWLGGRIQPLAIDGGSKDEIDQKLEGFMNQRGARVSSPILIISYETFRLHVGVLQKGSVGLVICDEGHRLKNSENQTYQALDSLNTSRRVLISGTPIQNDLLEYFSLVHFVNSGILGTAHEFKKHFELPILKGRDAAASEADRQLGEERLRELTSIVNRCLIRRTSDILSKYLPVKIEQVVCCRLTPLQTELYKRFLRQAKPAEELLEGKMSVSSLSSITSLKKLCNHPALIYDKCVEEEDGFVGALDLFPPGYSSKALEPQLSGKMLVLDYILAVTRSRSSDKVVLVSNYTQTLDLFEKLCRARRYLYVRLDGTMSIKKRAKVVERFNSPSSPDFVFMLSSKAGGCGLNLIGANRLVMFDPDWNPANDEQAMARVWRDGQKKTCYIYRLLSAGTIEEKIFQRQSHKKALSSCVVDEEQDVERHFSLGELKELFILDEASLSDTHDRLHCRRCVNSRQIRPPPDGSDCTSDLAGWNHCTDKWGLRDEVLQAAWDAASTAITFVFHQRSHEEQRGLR
* hit, by the source's call; ? = inconclusive; . = not tested or not shown. Compounds as they come; 3.3% or so of the library scored in one or more.

SMILES	Xi reactivation	ERAP1 inh	esBAF inh	CFTR F508del cor	ARNT-TACC3 inh	RAD52 anneal inh	GSIS activator	RAD54 branch
COc1ccc(S(=O)(=O)Nc2ccc3c(c2)C(=O)N([C@@H](C)CO)C[C@H](C)[C@H](CN(C)S(=O)(=O)c2ccc(OC)cc2)OCCCC[C@H](C)O3)cc1	0.2	.	5	-2.2	-8	.	2	-7
COCC(=O)N[C@@H]1C=C[C@@H](CC(=O)N2CCCCC2)O[C@@H]1CO	0.1	1	0	0.0	-3	-7	-5	-3
O=C(CC(F)(F)F)N1C[C@@H]2[C@H](c3ccccc31)[C@H](CO)N2C(=O)C1CCCCC1	0.0	-2	10	-3.1	24	-13	-3	-3
COC(=O)C[C@@H]1C[C@@H]2c3cc(NC(=O)c4ccc5c(c4)OCO5)ccc3O[C@@H]2[C@@H](CO)O1	0.1	3	1	0.7	.	10	10	-8
C[C@H](CO)N1C[C@H](C)[C@H](CN(C)C(=O)CN(C)C)Oc2cc(Br)ccc2S1(=O)=O	0.7	1	3	2.1	-8	-2	-2	4
COc1ccc(-c2cc(C(F)(F)F)nc(SCC(=O)Nc3sc4c(c3C#N)CCC4)n2)cc1	.	1	.	0.5	-4	-27	4	.
Cc1cccc(C2CC(c3ccccc3)Nc3nc(N)nn32)c1 (stereo not given)	0.1	-1	11	-0.4	4	-5	34	-2
CCC1(c2ccc(F)cc2)NC(=O)N(CC(=O)NC2CC2)C1=O (stereo not given)	-0.1	3	.	-1.1	-3	4	26	5
O=C(NNC(=O)c1ccc(NC(=O)c2ccccc2)cc1)Nc1ccccc1	0.0	0	.	-1.6	.	-10	2	.
O=C(Nc1ccc(Nc2ccccc2)cc1)c1ccc(Cl)cc1Cl	0.2	-2	.	-0.4	.	-14	7	-5
COc1ccc(S(=O)(=O)N2CCCCC2)cc1NC(=O)c1ccc(N2CCCC2=O)cc1	0.0	-3	15	-1.2	7	-14	-10	15
CNC[C@@H]1Oc2cc(-c3cccc(F)c3)ccc2S(=O)(=O)N([C@@H](C)CO)C[C@H]1C	1.0	-3	-8	-3.9	-2	-41	4	-5
CCCNC(=O)Nc1ccc2c(c1)OC[C@@H](C)N(CC1CCCC1)C[C@H](C)[C@H](OC)CN(C)C2=O	-0.5	0	.	1.1	.	-4	-5	.
CS(=O)(=O)N(Cc1ccccc1)c1ccc(C(=O)N2CCN(c3cccc(Cl)c3)CC2)cc1	.	-8	.	-0.4	3	-5	.	.
COc1cc(NC(=O)Nc2nc(C(N)Cc3ccc(C(F)(F)F)cc3)cs2)cc(OC)c1OC (stereo not given)	0.0	-1	-25	6.0	.	-31	.	-1
O=C(C[C@@H]1CC[C@H]2[C@@H](COC[C@@H](O)CN2CC2CCOCC2)O1)NCc1ccc(Cl)cc1	0.1	-1	-5	-1.4	-3	-11	12	1
O=C(C[C@H]1CC[C@H]2[C@@H](COC[C@H](O)CN2S(=O)(=O)c2ccc(Cl)cc2)O1)NCCN1CCCCC1	0.1	-1	.	3.0	.	-4	6	.
CC(C)NC(=O)N1CC2(C1)[C@H](c1ccccc1)[C@@H](CO)N2C(=O)C1CCCCC1	0.0	0	.	1.2	.	-12	8	.
O=C(c1ccccc1Cl)N1CCN(c2ncccn2)CC1	0.0	1	.	0.2	.	-14	.	-11
CC=Cc1ccc2n(c1=O)C[C@H]1[C@H](CO)[C@@H](C(=O)NCC3CC3)N(Cc3cccnc3)[C@@H]21 (mixture of isomers)	0.0	0	1	0.1	-9	-26	3	5
CCC(=O)NC(c1ccco1)c1cc(Cl)c2ccccc2c1O (stereo not given)	-0.1	-3	-4	-2.4	9	-20	-38	-7
C[C@H]1CN([C@@H](C)CO)S(=O)(=O)c2ccc(C#CCN(C)C)cc2O[C@H]1CN(C)C(=O)C1CC1	0.0	.	3	-0.3	.	.	17	.
COc1cccc(-n2nnc3c(=O)n(CC(=O)Nc4ccccc4C)cnc32)c1	0.1	-1	-18	7.1	-6	-6	20	11
CN1CCC(N2CCN(C3CN(Cc4ccccc4)S(=O)(=O)C3)CC2)CC1 (stereo not given)	0.0	.	-4	0.5	.	-13	32	0
C/C(=N\NC(=O)c1ccc(O)cc1)c1cc2ccccc2o1	0.0	1	?	-2.4	21	-16	12	5
NS(=O)(=O)c1cccc(NC(=O)CC(NC(=O)c2ccccc2Cl)c2ccccc2)c1 (stereo not given)	0.0	-2	-6	-0.5	1	19	-8	8
Cc1noc(C)c1NC(=O)N(C)C[C@@H]1Oc2ccc(NS(=O)(=O)c3c(C)noc3C)cc2C(=O)N([C@H](C)CO)C[C@@H]1C	-0.2	.	0	-2.2	.	.	4	.
O=C(c1cc2c(s1)CCC2)N1C(=O)c2ccccc2S1(=O)=O	.	.	-7	.	-7	.	8	-12
O=C(c1ccco1)N1CCN(CC(O)COc2ccc3oc4ccccc4c3c2)CC1 (stereo not given)	.	.	-2	.	7	.	-24	-2
O=C(Cc1ccc(Cl)cc1)NCCc1cnc[nH]1	0.1	-4	-3	3.6	-15	1	7	3

Gathered by group, the compounds so far containing fluorine
SMILES	Xi reactivation	ERAP1 inh	esBAF inh	CFTR F508del cor	ARNT-TACC3 inh	RAD52 anneal inh	GSIS activator	RAD54 branch
O=C(CC(F)(F)F)N1C[C@@H]2[C@H](c3ccccc31)[C@H](CO)N2C(=O)C1CCCCC1	0.0	-2	10	-3.1	24	-13	-3	-3
COc1ccc(-c2cc(C(F)(F)F)nc(SCC(=O)Nc3sc4c(c3C#N)CCC4)n2)cc1	.	1	.	0.5	-4	-27	4	.
CCC1(c2ccc(F)cc2)NC(=O)N(CC(=O)NC2CC2)C1=O (stereo not given)	-0.1	3	.	-1.1	-3	4	26	5
CNC[C@@H]1Oc2cc(-c3cccc(F)c3)ccc2S(=O)(=O)N([C@@H](C)CO)C[C@H]1C	1.0	-3	-8	-3.9	-2	-41	4	-5
COc1cc(NC(=O)Nc2nc(C(N)Cc3ccc(C(F)(F)F)cc3)cs2)cc(OC)c1OC (stereo not given)	0.0	-1	-25	6.0	.	-31	.	-1

Three structures from above, arranged by length of the SMILES, smallest number first:
SMILES	Xi reactivation	ERAP1 inh	esBAF inh	CFTR F508del cor	ARNT-TACC3 inh	RAD52 anneal inh	GSIS activator	RAD54 branch
O=C(Cc1ccc(Cl)cc1)NCCc1cnc[nH]1	0.1	-4	-3	3.6	-15	1	7	3
NS(=O)(=O)c1cccc(NC(=O)CC(NC(=O)c2ccccc2Cl)c2ccccc2)c1 (stereo not given)	0.0	-2	-6	-0.5	1	19	-8	8
O=C(C[C@@H]1CC[C@H]2[C@@H](COC[C@@H](O)CN2CC2CCOCC2)O1)NCc1ccc(Cl)cc1	0.1	-1	-5	-1.4	-3	-11	12	1

Other structures
SMILES	Xi reactivation	ERAP1 inh	esBAF inh	CFTR F508del cor	ARNT-TACC3 inh	RAD52 anneal inh	GSIS activator	RAD54 branch
CCCCc1ccc(S(=O)(=O)Nc2nnc(C)s2)cc1	0.6	2	-7	-8.4	-3	-15	-2	-8
O=C(Cc1ccc(F)cc1)Nc1cccc(-c2cn3c(n2)SCC3)c1	0.0	-7	.	-0.8	-7	-17	-15	.
COc1ccc(CN2CCN(Cc3ccc4ccccc4c3)CC2)cc1OC	0.0	1	-5	-0.6	25	-1	-3	4
CCN1C(C#N)=C(C#N)N=C(C)CC1(C)C	-0.1	4	.	0.9	3	-20	-18	.
COc1ccc(CCNC(=O)CNS(=O)(=O)c2ccc(Br)s2)cc1OC	.	.	0	.	-26	.	-3	8
CCCC(=O)N1CCCC(C(=O)c2cccc(OC(C)C)c2)C1 (stereo not given)	0.0	1	54*	0.5	2	-11	6	2
Cc1ccc(S(=O)(=O)N2CCCCC2)cc1NC(=O)Cn1cnc2c1c(=O)n(C)c(=O)n2C	0.0	2	10	3.9	-1	1	-1	-11
CCC(=O)N1[C@@H]2c3ccc(C4=CCCC4)c(=O)n3C[C@@H]2[C@@H](CO)[C@@H]1C(=O)NC1CCCC1	0.5	3	4	.	8	-24	1	0
CCCC#Cc1ccc2c(c1)O[C@H](CN(C)C(=O)c1cnccn1)[C@H](C)CN([C@H](C)CO)S2(=O)=O	0.1	0	-5	2.2	4	-1	-23	0
CC(C)c1ccc(NC(=O)c2cc(S(=O)(=O)N3CCCCC3)c[nH]2)cc1	0.0	.	-6	4.0	-2	11	5	0
Cc1nn(C(C)C(=O)NCCC2=CCCCC2)c(=O)c2nn(-c3ccccc3)c(C)c12 (stereo not given)	-0.1	1	21	-2.9	-6	-11	-28	-3
COc1ccc(C(=O)Nc2ccc3c(c2)OC[C@@H](C)N(C(C)=O)C[C@H](C)[C@H](OC)CN(C)C3=O)cc1	-0.1	5	-2	0.3	-1	12	3	-7
Cc1ccc(S(=O)(=O)Nc2ccc3c(c2)CC(=O)N([C@H](C)CO)C[C@@H](C)[C@H](CN(C)Cc2ccc(C(=O)Nc4ccccc4N)cc2)O3)cc1	-0.7	-1	-6	-0.1	10	-13	1	0
S=C(Nc1cc(Cl)cc(Cl)c1)N1CCN(c2ccccn2)CC1	0.0	-2	3	1.3	-7	-16	12	6
CCc1nnc(NC(=O)CSc2nnc(CNC(=O)c3ccc(OC)c(OC)c3)o2)s1	0.3	2	.	1.2	.	-23	6	.
CCNC(=O)CN(C1CCCCC1)S(C)(=O)=O	0.1	6	.	.	14	2	12	-1
CCOC(=O)C1=C(C)N(Cc2ccccc2)C(=O)NC1c1ccccc1OS(=O)(=O)c1ccccc1[N+](=O)[O-] (stereo not given)	-0.1	-3	8	6.0	0	-8	-2	-2
O=C(COC(=O)CNC(=O)c1ccccc1F)Nc1ccc(Cl)cn1	0.0	3	-4	1.3	-3	-15	3	-4
CC(SC1=NCCS1)C(=O)Nc1nnc(-c2ccc(Cl)cc2)s1 (stereo not given)	0.0	5	43*	-0.6	0	-11	0	8
O=S(=O)(c1ccc(F)cc1)N1CCCc2nc(-c3ccccc3)ccc21	2.1	-2	.	-0.7	.	-6	-2	.
O=C(c1ccccc1)N1CCN(CCc2ccccn2)CC1	0.1	-1	1	-2.6	13	-4	-2	-6
COC(=O)CCn1[nH]c(=O)c2ccccc2c1=O	0.1	.	-3	.	-4	.	-3	4
O=C(Nc1ccc2oc(=O)ccc2c1)c1ccc2ccccc2c1	0.1	-7	.	0.2	0	-11	2	-5
COC(=O)C1CCN(C(=O)c2ccc(Cl)c(S(=O)(=O)NCc3ccco3)c2)CC1	-0.7	1	-4	-8.1	-6	14	-4	-10
Cc1cccc(NC(=S)N(CCN2CCOCC2)Cc2cc3cc4c(cc3[nH]c2=O)OCCO4)c1	0.0	0	.	5.1	7	-8	12	.
CCOC(=O)C1=C(COC(=O)[C@@H]2CCCN2S(=O)(=O)c2ccc(C)cc2)NC(=O)NC1C (stereo not given in full)	0.6	-3	-2	1.0	-4	-36	2	-3
